Source: PubChem BioAssay
TNAP act hiacc = increases human TNAP activity under high phosphate acceptor concentration | purified TNAP, CDP-star luminescence, 1 M DEA, 30 min; hits give high values; 0 = EDTA background, 1 = DMSO-only activity | activation factor at 20 µM | 200,000 tested, under 10 active;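 active = activation factor at least 2 at 20 µM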
Target sequence (P05186 whole entry, looked up): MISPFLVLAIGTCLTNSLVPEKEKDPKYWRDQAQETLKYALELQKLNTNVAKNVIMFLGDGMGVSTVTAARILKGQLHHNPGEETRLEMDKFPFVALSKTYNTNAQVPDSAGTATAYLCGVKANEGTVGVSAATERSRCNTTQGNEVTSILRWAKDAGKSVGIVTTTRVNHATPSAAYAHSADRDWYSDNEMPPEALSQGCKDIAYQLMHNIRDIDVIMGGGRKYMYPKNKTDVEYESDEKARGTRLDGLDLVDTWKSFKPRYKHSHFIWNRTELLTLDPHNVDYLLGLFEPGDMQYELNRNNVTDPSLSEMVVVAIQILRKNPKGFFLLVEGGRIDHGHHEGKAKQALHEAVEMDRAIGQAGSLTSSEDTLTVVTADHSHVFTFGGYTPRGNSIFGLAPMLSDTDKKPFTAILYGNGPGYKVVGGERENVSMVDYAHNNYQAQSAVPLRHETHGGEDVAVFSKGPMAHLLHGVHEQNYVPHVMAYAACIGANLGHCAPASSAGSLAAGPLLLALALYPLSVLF
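Test system – human TNAP · Doses – 20 µM single point · Incubation – 30 min, room temperature · Signal – luminescent substrate turnover signal · Read-out basis – activation factor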
HMGR II inh = inhibitors of class II HMG-CoA reductase from Enterococcus faecalis; purified E. faecalis HMGR, NADPH absorbance 340 nm kinetic; inhibition, % at 10 µM; 0.41% of 190,000 active;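 active = inhibition above a set limit, the median over all tested compounds plus 3 SD, cut at about 9.5% in these data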;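 note: enzyme runs in reverse so mevalonate oxidation gives rising NADPH absorbance; 0% = complete reaction with DMSO and 100% = background rate lacking mevalonate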
TR-FRET SRC-2 ct = flags TR-FRET format artefacts in PPARgamma SRC-2 recruitment agonist screen; TR-FRET artefact counter-screen; hits give high values; 0.4% of 200,000 active; TR-FRET ratio at 8 µM; AID 1049; in the data active = TR-FRET ratio above about 2000; note: inactives centre near 1500; reference of the scale not given here
PPARg SRC-2 ag = promotes SRC-2 coactivator recruitment by human PPARgamma; P37231; PPARgamma LBD-SRC-2 recruitment, biochemical; activation, % at 8 µM; 0.34% of 200,000 active; AID 1032; in the data active = activation above about 22%;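 note: 0% = vehicle and 100% = reference agonist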
Target sequence (P37231 whole entry, looked up, the tested form may be a part): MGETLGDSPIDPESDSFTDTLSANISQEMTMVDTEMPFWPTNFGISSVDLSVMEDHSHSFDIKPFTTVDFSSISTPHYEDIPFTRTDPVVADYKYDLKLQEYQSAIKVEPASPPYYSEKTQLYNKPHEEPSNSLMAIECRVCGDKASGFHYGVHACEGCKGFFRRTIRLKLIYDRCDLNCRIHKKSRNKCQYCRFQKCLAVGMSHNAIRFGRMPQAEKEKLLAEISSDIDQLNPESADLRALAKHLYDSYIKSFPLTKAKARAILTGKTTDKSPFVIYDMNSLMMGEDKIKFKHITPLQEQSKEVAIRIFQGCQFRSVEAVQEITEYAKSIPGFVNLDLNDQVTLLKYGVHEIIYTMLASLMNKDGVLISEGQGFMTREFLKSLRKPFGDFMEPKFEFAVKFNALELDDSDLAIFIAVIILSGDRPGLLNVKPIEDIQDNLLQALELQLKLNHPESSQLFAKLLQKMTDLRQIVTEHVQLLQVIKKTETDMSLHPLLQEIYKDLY
PPARg SRC1 recr = agonists of human PPARgamma SRC-1 coactivator recruitment. activation, % at 8 µM. PPARgamma-SRC-1 coactivator recruitment biochemical assay. P37231. 0.41% of 200,000 active; in the data active = activation above about 19%;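 note: 0% = DMSO and 100% = reference agonist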
bIAP activator = increases bovine intestinal alkaline phosphatase activity | purified bovine IAP, CDP-star luminescence, 30 min; hits give high values; fold of DMSO-control signal, blank-subtracted | activation factor at 20 µM | 0.17% of 200,000 active | AID 1016;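 active = activation factor of 2 or more at 20 µM, a signal rise over negative controls twice the positive control's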
bIAP inh = blocks bovine intestinal alkaline phosphatase activity; inhibition, % at 20 µM; 190,000 tested, under 10 active; AID 1019; purified bovine IAP, CDP-star luminescence, 30 min;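 active = over 50% inhibition of intestinal alkaline phosphatase at 20 µM in the single-dose screen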
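Assay system: bovine IAP enzyme; medium: DEA buffer 100 mM, pH 9.8, with MgCl2 1.0 mM, ZnCl2 0.02 mM; doses: 20 µM single dose; incubation: enzyme reaction for 30 min at room temperature; detection: CDP-star luminescence signal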
PPARg SRC-3 ag = promotes SRC-3 coactivator recruitment by human PPARgamma. activation, % at 8 µM. 0.26% of 200,000 active. AID 731. biochemical PPARgamma/SRC-3 coactivator recruitment assay; in the data active = activation above about 23%;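 note: 0% = DMSO and 100% = reference agonist; some compounds past the cut are filed as inactive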
TNAP inh no acc = inhibitors of human TNAP without phosphate acceptor | purified TNAP, CDP-star luminescence, 30 min | P05186 | 0.26% of 200,000 active | inhibition, % at 20 µM;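 active = tissue-nonspecific alkaline phosphatase inhibition above about 50% at 20 µM in the single-dose screen, limit read from the data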;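 note: 0% = DMSO negative control and 100% = EDTA positive control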
TNAP inh hi DEA = TNAP (human) inhibition, high acceptor. P05186. purified TNAP, CDP-star luminescence, 1 M DEA. inhibition, % at 20 µM. 0.03% of 200,000 active;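 active = over 50% inhibition of tissue-nonspecific alkaline phosphatase at 20 µM in the single-dose screen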;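 note: plate controls were DMSO wells for no effect and EDTA-quenched wells as full inhibition for full effect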
An asterisk follows results filed as active; . = not tested or not shown.

SMILES	TNAP act hiacc	HMGR II inh	TR-FRET SRC-2 ct	PPARg SRC-2 ag	PPARg SRC1 recr	bIAP activator	bIAP inh	PPARg SRC-3 ag	TNAP inh no acc	TNAP inh hi DEA
C=CCSc1ncccc1C(=O)NCc1ccc(C)cc1	1	-3	1529	-1	4	0.9	10	-6	-10	-3
CCCCNC(=O)CSc1nnc(Cc2ccccc2)n1CC	1	-5	1424	-3	2	0.9	5	-9	-7	0
O=S(=O)(Cc1ccc(Cl)cc1)Nc1ccc2c(c1)OCO2	1	2	1471	-9	1	0.9	11	2	-13	-5
COc1ccc(/C=C/C(=O)c2c(O)ccc3c(C)cc(=O)oc23)cc1	1	-4	1542	10	6	0.7	27	2	-7	-2
COc1cccc(-n2c(SCC(N)=O)nc3c([nH]c4ccccc43)c2=O)c1	1.1	1	1539	12	12	0.9	11	-1	-4	-6
CCN(CC)S(=O)(=O)c1ccc(C(=O)NNC(=O)c2cccs2)cc1	1	-6	1668	-1	2	0.8	16	4	-26	-4
O=c1c2cnn(-c3ccccc3)c2ncn1Cc1ccccn1	1	-2	1495	0	12	0.9	8	4	-15	0
CCn1nc(C)c(CN2CCCC(C(=O)c3cccc(OC(C)C)c3)C2)c1C (centres undefined)	1	-3	1570	6	-2	1.1	-8	0	-8	-3
CC(C)NC(=O)Cn1cc(C#N)c2cc(Br)ccc21	1	4	1518	-3	-4	0.9	6	-17	-10	-4
O/C(=C\c1nc2ccccc2nc1/C=C(\O)c1ccccc1)c1ccccc1	0.9	3	1570	7	8	0.6	35	13	20	7
O=C1NC(NS(=O)(=O)c2ccc(Cl)cc2)(C(F)(F)F)C(=O)N1Cc1cccnc1 (centres undefined)	1	-2	1244	-12	2	1	4	-2	-1	3
O=C(O)COc1ccccc1/C=N/Nc1ccc(S(=O)(=O)N2CCOCC2)cc1[N+](=O)[O-]	0.8	-5	1678	9	-3	0.9	10	4	16	17
Fc1ccccc1N1CC(c2ccccc2)C(c2cccs2)=N1 (centres undefined)	1.3	0	1578	1	2	1.7	-70	4	-217	-30
Cc1cccc(C)c1NC(=O)N1CCN(c2nc3ccccc3s2)CC1	1.1	-2	1578	5	-2	0.7	31	4	-14	-10
CCOC(=O)c1c(NC(=O)C(=O)N/N=C(\C)c2ccc(OC)cc2)sc2c1CCCCC2	1	-3	1723	12	1	1	5	2	-56	1
Cc1cc(SCC(=O)NN=C2CCN(C(C)C)CC2)c(C)cc1Br	1.1	-6	1455	-5	0	1.8	-83	1	8	-6
O=C(NCCc1c[nH]c2ccccc12)c1cncc(Br)c1	1	0	1736	8	13	1	4	2	-3	-2
CC1CCN(CCCNC(=O)c2ccc3c(=O)n(CCc4ccccc4)c(=O)[nH]c3c2)CC1	0.9	-1	1364	-2	-2	0.9	8	5	0	6
NC(=O)NCc1ccccc1Cl	1.1	-3	1356	-2	4	1.1	-7	0	-13	-8
CCC(C)NC(=O)c1cnn2c1NC(c1cccs1)CC2C(F)(F)F (centres undefined)	1	-6	1590	5	2	0.9	9	5	-8	-5
CC(=O)c1cccc(NC(=O)c2ccc(-c3ccccc3[N+](=O)[O-])o2)c1	1	1	1602	-3	10	1.3	-26	4	3	3
Cc1ccc(S(=O)(=O)/N=C(/Nc2ccccn2)c2ccc(Cl)cc2)cc1	1	-4	1564	-3	-1	1.4	-40	4	-1	-4
CCOC(=O)Cn1c(=O)cc(C)c2ccccc21	1	-1	1464	1	-4	0.9	8	-2	-5	-4
CCc1ccc(-c2ccc(SCC(=O)Nc3nnc(C)s3)nn2)cc1	1	-5	1584	12	13	0.9	6	7	-10	-4
O=C(c1ccccc1)N1CCC(c2nc(-c3ccc(S(=O)(=O)N4CCOCC4)cc3)no2)CC1	1.1	5	1630	1	2	1	4	-1	-9	-6
The list goes on.
SMILES	TNAP act hiacc	HMGR II inh	TR-FRET SRC-2 ct	PPARg SRC-2 ag	PPARg SRC1 recr	bIAP activator	bIAP inh	PPARg SRC-3 ag	TNAP inh no acc	TNAP inh hi DEA
CCn1cc(C(=O)NCC2CCCO2)c(=O)c2cc(S(=O)(=O)N3CCC(C)CC3)ccc21 (centres undefined)	1	4	1542	2	-3	1	-1	-3	5	-1
COc1ccc(-c2cn3nc4c(nc3n2)CCCC4)cc1	1	1	1586	7	9	1.1	-11	0	-28	-3
COc1cc(C(c2sc3nc(C)nn3c2O)N2CCOCC2)cc(OC)c1OC (centres undefined)	1.1	-6	1397	8	-4	0.8	18	0	-7	-6
O=C(c1ccccc1)n1c(=S)nc2ccccn21	1.1	.	.	.	.	0.9	5	.	2	-6
NC(=O)C(c1ccc(Cl)cc1Cl)c1ncc(C(F)(F)F)cc1Cl (centres undefined)	1	3	1597	0	-4	1	4	5	-7	-4
Cc1cc(C)nc(-n2nc(C)cc2NC(=O)c2cc(=O)c3ccccc3o2)n1	1	.	.	.	.	1	0	.	-6	-5
Nc1nc(SCC(=O)N2CCCC2)[nH]c(=O)c1-c1ccccc1	1	-1	1481	2	-1	1	0	8	-8	-3
O=C(NC1CC1)C(=O)c1c(-c2ccccc2)[nH]c2ccccc12	1	-3	1574	-4	-2	0.8	17	5	-8	-3
CCNc1nc(NCC)nc(OCCOC(=O)Nc2ccccc2)n1	1	4	1580	0	9	0.9	8	-1	-7	-2
CS(=O)(=O)Nc1ccccc1C(=O)N1CCCC1	1	0	1592	3	-4	0.9	14	-2	-18	-2
N#Cc1c2c(nc(N)c1-c1ccccc1)CCCCC2	1	-7	1675	6	-2	0.9	8	3	-5	1
CCN(CC)C(=O)C[n+]1cccc(/C=N/O)c1	1	-1	1464	2	5	0.9	13	1	-6	3
Cc1ccc2cc(C#N)c(NCCNC(=S)NCCCN3CCOCC3)nc2c1	1	6	1745	13	4	0.9	8	1	-10	-4
CCOC(=O)C1CCCN(C(=O)c2cn(CC(C)C)c(=O)c3cc(OC)c(OC)cc23)C1 (centres undefined)	1	5	1342	1	-5	0.5	48	-14	2	0
O=C(COc1ccccc1[N+](=O)[O-])Nc1cccnc1	1	-5	1793	-3	-5	1	2	2	-7	1
O=[N+]([O-])c1ccc(OCCN2CCNCC2)cc1	1	0	1760	14	2	0.9	8	2	-4	0
O=C(N/N=C/c1cccs1)c1cccc2cc[nH]c12	1	2	1618	1	3	1.4	-44	-4	-10	0
Cc1cc(NCCCN)nc(-c2ccccc2O)n1	1.1	-3	1504	3	6	0.9	13	8	-2	-5
Cc1ccc(OCC(=O)N/N=C\c2ccc(-c3cccc(C(=O)O)c3)o2)c(C)c1	0.9	-3	1582	-4	12	0.9	9	-3	14	6
COCc1cc(=O)n2c(-c3ccc(C)cc3)n[nH]c2n1	1	0	.	.	.	0.9	11	.	13	-3
CCCCN(CCCC)CCNC(=O)CSCc1ccc(C)cc1	1	-1	1648	-4	0	1.1	-6	0	-5	2
Cc1cnc(C(=O)Nc2nccs2)cn1	1.1	-5	1249	-12	3	1	-4	5	-2	-6
COc1cc(C2C(C(=O)c3sc(C)nc3C)=C(O)C(=O)N2CCN(C)C)cc(OC)c1OC (centres undefined)	1	.	.	.	.	1	0	.	-4	-1
Cc1ccc(C(=O)N/C(=C/c2ccco2)C(=O)Nc2cccc(C)c2)cc1	1	-4	1472	0	-3	0.9	7	-4	-12	-4
COC(=O)c1nnn(-c2ccc(F)c(Cl)c2)c1C(=O)OC	1	-4	1447	7	5	1.1	-8	0	2	2

Shown with two lines to a compound: part of the list above
Each structure is followed by: TNAP act hiacc, HMGR II inh, TR-FRET SRC-2 ct, PPARg SRC-2 ag, PPARg SRC1 recr, bIAP activator, bIAP inh, PPARg SRC-3 ag, TNAP inh no acc, TNAP inh hi DEA
- N#Cc1c2c(nc(N)c1-c1ccccc1)CCCCC2
 : 1, -7, 1675, 6, -2, 0.9, 8, 3, -5, 1
- Cc1cc(NCCCN)nc(-c2ccccc2O)n1
 : 1.1, -3, 1504, 3, 6, 0.9, 13, 8, -2, -5

Copied from the entries so far for reference:
SMILES	TNAP act hiacc	HMGR II inh	TR-FRET SRC-2 ct	PPARg SRC-2 ag	PPARg SRC1 recr	bIAP activator	bIAP inh	PPARg SRC-3 ag	TNAP inh no acc	TNAP inh hi DEA
CCn1cc(C(=O)NCC2CCCO2)c(=O)c2cc(S(=O)(=O)N3CCC(C)CC3)ccc21 (centres undefined)	1	4	1542	2	-3	1	-1	-3	5	-1
COc1ccc(-c2cn3nc4c(nc3n2)CCCC4)cc1	1	1	1586	7	9	1.1	-11	0	-28	-3
COc1cc(C(c2sc3nc(C)nn3c2O)N2CCOCC2)cc(OC)c1OC (centres undefined)	1.1	-6	1397	8	-4	0.8	18	0	-7	-6
O=C(c1ccccc1)n1c(=S)nc2ccccn21	1.1	.	.	.	.	0.9	5	.	2	-6
NC(=O)C(c1ccc(Cl)cc1Cl)c1ncc(C(F)(F)F)cc1Cl (centres undefined)	1	3	1597	0	-4	1	4	5	-7	-4
Cc1cc(C)nc(-n2nc(C)cc2NC(=O)c2cc(=O)c3ccccc3o2)n1	1	.	.	.	.	1	0	.	-6	-5
Nc1nc(SCC(=O)N2CCCC2)[nH]c(=O)c1-c1ccccc1	1	-1	1481	2	-1	1	0	8	-8	-3
O=C(NC1CC1)C(=O)c1c(-c2ccccc2)[nH]c2ccccc12	1	-3	1574	-4	-2	0.8	17	5	-8	-3
CCNc1nc(NCC)nc(OCCOC(=O)Nc2ccccc2)n1	1	4	1580	0	9	0.9	8	-1	-7	-2
CS(=O)(=O)Nc1ccccc1C(=O)N1CCCC1	1	0	1592	3	-4	0.9	14	-2	-18	-2
N#Cc1c2c(nc(N)c1-c1ccccc1)CCCCC2	1	-7	1675	6	-2	0.9	8	3	-5	1
CCN(CC)C(=O)C[n+]1cccc(/C=N/O)c1	1	-1	1464	2	5	0.9	13	1	-6	3

More compounds
SMILES	TNAP act hiacc	HMGR II inh	TR-FRET SRC-2 ct	PPARg SRC-2 ag	PPARg SRC1 recr	bIAP activator	bIAP inh	PPARg SRC-3 ag	TNAP inh no acc	TNAP inh hi DEA
COc1c(F)c(F)c(C(=O)O)c(Nc2cccc(C)c2)c1F	1	-5	1653	8	7	1.2	-24	7	-11	0
N#Cc1c(NC(=O)c2ccc(N3CCOCC3)c([N+](=O)[O-])c2)sc2c1CCCC2	0.9	3	1648	1	-4	1.5	-47	1	-8	9
Cc1cnc(C(=O)OCC(=O)Nc2ccc(C)c(S(=O)(=O)N3CCCCCC3)c2)cn1	1	1	1421	9	1	1.1	-10	3	-9	-4
CC(C)C(NC(=O)c1ccc(C(C)(C)C)cc1)C(=O)O (centres undefined)	1.1	-4	1703	4	1	1	1	21	-11	-5
COc1ccc(CN=C2NC(=O)CC(C(=O)Nc3cc(C)cc(C)c3)S2)cc1 (centres undefined)	1.1	0	1333	8	-1	1.1	-14	2	-8	-6
Cc1ccsc1/C=N/NC(=O)c1ccc(-n2cccc2)cc1	1	5	1628	2	-2	1.1	-6	3	-3	-2
O=C(Nc1ccc(NS(=O)(=O)c2ccccc2)cc1)c1cccnc1	1	-3	1412	-1	2	1	3	1	-7	-3
C/C(=N\Nc1nccnc1Cl)c1ccc(F)cc1	1	-3	1350	0	-3	1	-5	0	-4	-3
O=C(CCN1C(=O)c2ccccc2C1=O)NC1=NCCS1	1	0	1482	-1	2	0.9	6	-7	-14	0
